# EPAC2 agonist = activates human EPAC2 exchange factor. Potency, µM (doses to about 154 µM), without a hit: top-dose activation, hits mostly activators. 360,000 compounds, 0.079% hits. EPAC2 activation, biochemical qHTS; response scale: 100% = 6.5 mM cAMP response. Q8WZA2; also: nearly all actives have a fitted effect of over 50% in size
#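 qHTS, titration series. 100 nM EPAC2 / 250 nM Rap1B-BODIPY-GDP / 50 uM GDP; RT; ex 480/em 540 nm, 5-min reads to 30 min. Norm. to 6.5 mM cAMP = activation.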
# EPAC1 ag = activates human EPAC1 exchange factor | EPAC1 agonist qHTS, biochemical assay; response scale: 100% = response to 6.5 mM cAMP | O95398 | Potency, µM (doses to about 154 µM), inactives show top-dose activation, hits mostly activators | 360,000 compounds, 0.073% hits; also: nearly all actives have a fitted effect of over 60% in size
#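 Multi-concentration qHTS readout: loss of Rap1B-bound BODIPY-GDP fluorescence driven by 100 nM EPAC1 with excess GDP (50 uM), monitored kinetically at room temperature; agonist response expressed relative to 6.5 mM cAMP.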
# TDP-43 yeast inh = rescues yeast growth from TDP-43 toxicity; Potency, µM (series often up to 46.1 µM), for inactives: top-dose growth rescue (activation), usual class: activators; TDP-43 expressing yeast growth rescue, BacTiter-Glo, 24 h; 410,000 compounds, 1.8% hits; also: % of control where 0% means no effect; nearly all actives have a fitted effect of over 50% in size
#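 In this qHTS, compounds that restore growth of yeast expressing TDP-43 appear as activators. Cells (OD600=0.02, galactose medium, raffinose-pregrown) are incubated with compound 24 hr at 30 deg C and growth is quantified by BacTiter-Glo.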
# PTHR1 agonist = PTHR1 (human) receptor agonism; Q03431; HEK293 GP2 PTHR1 cells, GloSensor cAMP luminescence, 1 h; Potency, µM (series often up to 115 µM), for the others: at the highest dose activation, most hits filed as activators; 410,000 compounds, 0.075% hits; also: nearly all actives have a fitted effect of over 55% in size; some results filed as inactive show a strong effect at the top dose; inactives centre near -15; many of its hits are not listed in these tables
#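 HEK-293-derived GP2 cells expressing PTHR1 and a GloSensor cAMP reporter, 3,000/well, plated overnight, given luciferin plus IBMX (each 0.5 mM as added) for 1 h at 37 °C, then compound for 1 h at 37 °C. Luminescence was read after 15 min at room temperature.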
# EPAC2 antagonist = antagonists of human EPAC2 | 360,000 compounds, 0.18% hits | Potency, µM (doses to about 114 µM), for inactives: at the top dose activity, negative = inhibition, hits mostly inhibitors | EPAC2 GEF exchange of Rap1B-BODIPY-GDP, fluorescence; also: % is scaled to controls: 0 for no effect and ±100 for the full control effect; nearly all actives have a fitted effect of over 45% in size; many of its hits are not listed in these tables
# aSyn rescue = inhibitors of alpha-synuclein toxicity in yeast. Yeast expressing alpha-synuclein, growth rescue, BacTiter-Glo, 24 h. Potency, µM (series often up to 46.1 µM), inactives show top-dose growth rescue (activation), most hits filed as activators. 370,000 compounds, 0.14% hits. AID 652106; also: % of control where 0% means no effect; nearly all actives have a fitted effect of over 65% in size
#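 Readout is rescue of growth in alpha-synuclein-expressing yeast, so inhibitors of toxicity appear as activators. Growth after 24 hr at 30 deg C in galactose medium is quantified by luminescence.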
# FUS suppressor = rescues growth of FUS-expressing yeast | Potency, µM (top dose mostly 76.6 µM), for inactives: top-dose growth rescue (activation), most hits filed as activators | 390,000 compounds, 0.24% hits | S. cerevisiae FUS-expressing, growth rescue, OD600, 24 h;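 also: plate controls were DMSO vehicle for no effect and reference control for full effect; nearly all actives have a fitted effect of over 55% in size; some results filed as inactive show a strong effect at the top dose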
#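 Quantitative HTS measuring growth restoration of FUS-toxic yeast. Galactose-induced cells (OD 0.005) were exposed 24hr at 30C to compounds at several concentrations, then absorbance at 600 nm was recorded.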
# EPAC1 antag = blocks human EPAC1 exchange factor; EPAC1 GEF assay, Rap1b-BODIPY-GDP exchange fluorescence; O95398; Potency, µM (doses to about 115 µM), for the others: at the highest dose activity change, negative = inhibition, most hits filed as inhibitors; 360,000 compounds, 0.14% hits;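 also: plate controls were vehicle for no effect and positive control for full effect; nearly all actives have a fitted effect of over 50% in size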
# * marks the source's active call; other numbers are inactive results; [ ] = another dose, or the depositor's remark. Calls follow the shape of the dose curve; as a rule, active = well fitted curve in the direction sought with a large enough effect; inconclusive = small, poorly fitted or top-dose-only effect, or another doubt; inactive = no such curve, though single readings can be large; an effect the other way counts as inactive or inconclusive. Potency is read from the fitted curve at half-maximal effect.
SMILES,EPAC2 agonist,EPAC1 ag,TDP-43 yeast inh,PTHR1 agonist,EPAC2 antagonist,aSyn rescue,FUS suppressor,EPAC1 antag
C[C@]12CC[C@H]3C(=CCc4cc(O)ccc43)[C@@H]1CCC2=O,6%,-5%,10µM*,-94%[inhibitor],-27%,2%,-22%,-16%

# Not all compounds are listed; rates above refer to the full screens.
